# Growth percent in the NCI-60 one-dose screen (48 h, 10 µM unless noted): 100 = growth as untreated, 0 = no growth, -100 = all killed.
# TK-10: TK-10 renal cancer cells. 81,000 compounds, 3.9% hits. AID 1794769
# CAKI-1: CAKI-1 renal cancer; 75,000 compounds, 4.7% hits
# RXF 393: RXF 393 renal cancer cells. 77,000 compounds, 6.9% hits. AID 1794773
# 786-0: 786-0 renal cancer cells; 81,000 compounds, 5.1% hits
# ACHN: ACHN renal cancer; 81,000 compounds, 4.9% hits; AID 1794771
# SN12C: SN12C renal cancer cells | AID 1794767 | 81,000 compounds, 3.8% hits
# UO-31: UO-31 renal cancer. 81,000 compounds, 5.2% hits
# PC-3: PC-3 prostate cancer cells. AID 1794754. 80,000 compounds, 3.9% hits
# A498: A498 renal cancer cells. 76,000 compounds, 5.4% hits. AID 1794774
# * marks the source's active call; other numbers are inactive results; . = not tested or not shown; & = joins results of further samples. How the source made its calls: active means growth percent below 10; inactive means the rest.
(1) O=C1c2cccc3cccc(c23)C(=O)N1CC#Cc1ccc2c3c(cccc13)C(=O)N(CCN1CCOCC1)C2=O
(2) CC1(C)CC(=O)C2=C(C1)N(c1sc3c(c1C#N)CCCC3)c1nc(N)c(C#N)c(N)c1C2c1cccc(Br)c1 (configuration not stated)
(3) COc1ccccc1CNC(=O)C1CSC2c3ccccc3C(=O)N12 (configuration not stated)
(4) O=C(O)c1ccc(S(=O)(=O)c2ccccc2)s1
(5) CCC(CC)NCC(C)O (configuration not stated)
(6) COc1ccc(C2=Nn3c(N=Nc4c(O)[nH]c5ccc(Cl)cc45)nnc3SC2)cc1
(7) CCOC(=O)C(CC(Nc1ccc(Br)cc1)c1ccccc1)[N+](=O)[O-] (configuration not stated)
(8) C#CC1CC2Cc3c(C)ccc(C)c3N1O2 (configuration not stated)

entry no.	1	2	3	4	5	6	7	8
TK-10	90	103	91	100&104	92	99	106	102
CAKI-1	87	101	94	96&114	98	93	93	98
RXF 393	84	103	115	101&111	125	123	109	118
786-0	98	101	108	105	105	99	99	106
ACHN	81	96	110	110&106	107	106	61	105
SN12C	95	99	110	101&108	104	114	96	93
UO-31	71	89	94	83	91	101	68	74
PC-3	104	81	103	101&100	101	111	90	.
A498	57	.	85	85&109	111	98	85	97

(9) COc1ccc2[nH]c(-c3ccccc3)c(/C=C(\C#N)S(=O)(=O)c3ccccc3)c2c1
(10) CCOC1=C(C#N)C(Nc2ccc(S(N)(=O)=O)cc2)=C(C#N)C(Cl)N1 (configuration not stated)
(11) CC(C)CCC[C@@H](C)[C@H]1CC[C@H]2[C@@H]3CC=C4C[C@@H](OS(=O)(=O)O)CC[C@]4(C)[C@H]3CC[C@]12C
(12) Cc1c(C(=O)Nc2ccccc2)nnn1-c1ccc(Cl)cc1
(13) Cc1ccc(C2=C(C#N)C3(C(=O)N(Cc4ccccc4)c4ccccc43)c3c(-c4ccccc4)nn(-c4ccccc4)c3N2)cc1 (configuration not stated)
(14) CC(=O)c1sc(-c2ccc(F)cc2)cc1O
(15) CN(C)C(=O)C1=NC(Cc2ccccc2)C(=O)N(c2ccc(Cl)cc2)N1 (configuration not stated)
(16) N#C/C(=C\c1c(O)ccc2ccccc12)c1ccc([N+](=O)[O-])cc1

entry no.	9	10	11	12	13	14	15	16
TK-10	92	100	103	95	131	95	112	88
CAKI-1	77	90	98	93	81	93	97	82
RXF 393	58	115	.	111	110	111	116	76
786-0	69	105	102	98	105	97	96	65
ACHN	72	98	107	106	92	106	103	72
SN12C	67	101	107	102	105	109	103	87
UO-31	70	79	81	99	86	89	87	66
PC-3	50	96	118	102	95	94	98	71
A498	57	94	105	101	181	102	.	72

(17) CCN(CC)c1ccc(N=Nc2ccc(S(=O)(=O)O)cc2)cc1
(18) CCOC(=O)C1=C(C)NC(SCc2cc(=O)oc3ccc(C)cc23)=N[C@@H]1c1cccc2ccccc12
(19) CCOC(=O)c1c2c(c(C)n1C)-c1nn(-c3ccc(OC)cc3)cc1CC2
(20) CC(C)N1CC(C)(C)NC1=S
(21) CC(C)(C)c1ccc(-c2nnc(-c3nc4ccccc4nc3Cl)o2)cc1
(22) Cc1nc(Nc2ccccn2)sc1C(=O)CC(SCC(=O)Nc1ccc(Cl)cc1)c1ccccc1F (configuration not stated)
(23) C1CN(CCN2CCOCC2)CCO1
(24) CCN(CC)c1ccc(N=Nc2cc(Cl)ccc2Cl)c(NC(=O)CCC(=O)O)c1

entry no.	17	18	19	20	21	22	23	24
TK-10	104	95	98	103	107	6.8*	103&104	121
CAKI-1	123	87	60	94	89	15	116&103	93
RXF 393	104	126	75	115	88	1.7*	102	116
786-0	107	96	78	110	105	11	106&97	108
ACHN	101	93	77	97	102	25	102&105	89
SN12C	110	92	84	105	86	-15*	103&98	91
UO-31	84	80	59	92	79	30	94&94	61
PC-3	89	86	54	98	92	43	104&95	90
A498	112	.	82	120	89	45	96&84	80

(25) O=C(O)c1ccc(-n2cc(CNc3cc(Cl)cc(C(F)(F)F)c3)c(-c3ccc(B(O)O)cc3)n2)cc1
(26) COc1cc2[nH]c(C(=O)c3cc(OC)c(OC)c(OC)c3)c(N)c2cc1C#CCO
(27) CCOC(=O)C1=NC(Cc2ccccc2)C(=O)N(c2ccccc2)N1 (configuration not stated)
(28) COC1=CC(c2ccc[nH]2)=N/C1=C\c1[nH]c(C)c(C(=O)CCCCC(=O)NCCSSCCNC(=O)CC[C@H](NC(=O)c2ccc(NCc3cnc4nc(N)[nH]c(=O)c4n3)cc2)C(=O)O)c1C
(29) CCOC(=O)c1c(C)nc2c(c1N)CC(=O)N2Cc1ccc(C(F)(F)F)cc1
(30) O=C(CSc1nnc(-c2ccc(Cl)cc2)o1)c1ccc(Cl)cc1
(31) CN1CCN(C(=O)C(C)(C)c2ccc(C(=O)Nc3cn4cc(-c5ccncc5)ccc4n3)cc2)CC1
(32) O=C(NCCCNc1nccc(-c2c(-c3cccc(F)c3)nc3sccn23)n1)C1CCCCC1

entry no.	25	26	27	28	29	30	31	32
TK-10	92	66	86	.	98	91	0.4*	79
CAKI-1	69	.	.	.	92	94	-5.4*	56
RXF 393	91	1.9*	.	118	96	123	-61*	94
786-0	95	41	91	108	91	92	-20*	62
ACHN	96	23	104	113	97	104	2.6*	45
SN12C	97	45	100	104	86	.	16	67
UO-31	78	31	93	86	77	97	-24*	41
PC-3	113	11	100	56	80	97	26	74
A498	71	-17*	87	108	41	109	-63*	.

(33) CCOc1ccc(/C=C2/NC(=O)NC2=O)cc1Cl
(34) O=C(CSc1nc2ccccc2c(=O)n1-c1ccccc1)Nc1ccc(C(=O)/C=C/c2ccc([N+](=O)[O-])cc2)cc1
(35) CNC(=O)c1cc(Oc2ccc3nc(NC(=O)c4cccc(Cl)n4)sc3c2)ccn1
(36) CC(=O)Nc1c(I)c(C(=O)NC2C(O)OC(CO)C(O)C2O)c(I)c(N(C)C(C)=O)c1I (configuration not stated)
(37) C=CCOc1ccnc(OCC=C)n1
(38) Cc1cccc(Nc2ncnc3oc(C)c(C(=O)NCCO)c23)c1
(39) Nc1c(C(=O)Nc2cccc(F)c2)sc2nc3c(cc12)C(=O)CCC3
(40) CC(C)CCCC(C)C1CCC2C3CCC4CC(NC(=O)C[N+]5(C)CCOCC5)CCC4(C)C3CCC12C (configuration not stated)

entry no.	33	34	35	36	37	38	39	40
TK-10	87	109	133	111	119	102	86	109
CAKI-1	99	98	83	102	97	87	28	96
RXF 393	106	106	101	97	120	81	-14*	95
786-0	83	107	86	109	104	99	52	99
ACHN	104	99	94	106	108	95	54	105
SN12C	98	87	85	91	95	97	37	100
UO-31	84	73	67	92	90	86	56	83
PC-3	102	99	73	113	94	96	21	89
A498	97	88	73	95	.	75	-12*	117

# Looked up above:
# RXF 393, compound 38 → 81
# PC-3, compound 9 → 50
# A498, compound 28 → 108
# PC-3, compound 21 → 92
# TK-10, compound 20 → 103
# SN12C, compound 4 → 101&108

# Four entries from above, as labelled records.
(1) O=C1c2cccc3cccc(c23)C(=O)N1CC#Cc1ccc2c3c(cccc13)C(=O)N(CCN1CCOCC1)C2=O
  TK-10: 90	CAKI-1: 87	RXF 393: 84	786-0: 98	ACHN: 81	SN12C: 95	UO-31: 71	PC-3: 104	A498: 57
(2) CC1(C)CC(=O)C2=C(C1)N(c1sc3c(c1C#N)CCCC3)c1nc(N)c(C#N)c(N)c1C2c1cccc(Br)c1 (configuration not stated)
  TK-10: 103	CAKI-1: 101	RXF 393: 103	786-0: 101	ACHN: 96	SN12C: 99	UO-31: 89	PC-3: 81	A498: .
(3) COc1ccccc1CNC(=O)C1CSC2c3ccccc3C(=O)N12 (configuration not stated)
  TK-10: 91	CAKI-1: 94	RXF 393: 115	786-0: 108	ACHN: 110	SN12C: 110	UO-31: 94	PC-3: 103	A498: 85
(4) O=C(O)c1ccc(S(=O)(=O)c2ccccc2)s1
  TK-10: 100&104	CAKI-1: 96&114	RXF 393: 101&111	786-0: 105	ACHN: 110&106	SN12C: 101&108	UO-31: 83	PC-3: 101&100	A498: 85&109

# Next section.
(41) COc1ccc(-c2nc3cc(C)ccc3n2CC(=O)N=Nc2c(O)[nH]c3ccc(Br)cc23)cc1
(42) COc1ccc(C(=O)N2N=C(c3ccc(F)cc3)CC2c2cn(-c3ccccc3)nc2-c2ccccc2)cc1 (configuration not stated)
(43) O=C(/C=C/c1c(-c2ccc(F)cc2)nc2sccn12)c1cccs1
(44) COc1ccc(-n2nnc(C(=O)O)c2-c2cc(OC)c(OC)c(OC)c2)cc1
(45) COc1ccc([C@@H]2[C@@H](O)C(=O)N2c2cc(OC)c(OC)c(OC)c2)cc1F
(46) C=CCn1cc(/C=N\N=C2\C(=O)Nc3c(F)cccc32)c2ccccc21
(47) COc1ccc(CCNC(=O)C(=O)C(Cc2ccccc2)NC(=O)c2cc(O)c(O)c(O)c2)cc1 (configuration not stated)
(48) COc1ccc2cc(C(C)c3nnc(NC4CCCCC4)o3)ccc2c1 (configuration not stated)

entry no.	41	42	43	44	45	46	47	48
TK-10	26	80	241	93	86	118	113	.
CAKI-1	55	63	130	102	30	84	88	154
RXF 393	-53*	74	96	105	25	106	112	99
786-0	26	70	88	100	10	110	103	103
ACHN	16	87	105	105	28	90	94	93
SN12C	-58*	63	108	105	29	92	103	94
UO-31	54	68	71	110	30	72	83	.
PC-3	14	72	82	106	21	90	87	76
A498	136	93	79	.	-29*	110	106	104

# 6 entries drawn at random from those above:
(45) COc1ccc([C@@H]2[C@@H](O)C(=O)N2c2cc(OC)c(OC)c(OC)c2)cc1F
(43) O=C(/C=C/c1c(-c2ccc(F)cc2)nc2sccn12)c1cccs1
(46) C=CCn1cc(/C=N\N=C2\C(=O)Nc3c(F)cccc32)c2ccccc21
(44) COc1ccc(-n2nnc(C(=O)O)c2-c2cc(OC)c(OC)c(OC)c2)cc1
(47) COc1ccc(CCNC(=O)C(=O)C(Cc2ccccc2)NC(=O)c2cc(O)c(O)c(O)c2)cc1 (configuration not stated)
(42) COc1ccc(C(=O)N2N=C(c3ccc(F)cc3)CC2c2cn(-c3ccccc3)nc2-c2ccccc2)cc1 (configuration not stated)

entry no.	45	43	46	44	47	42
TK-10	86	241	118	93	113	80
CAKI-1	30	130	84	102	88	63
RXF 393	25	96	106	105	112	74
786-0	10	88	110	100	103	70
ACHN	28	105	90	105	94	87
SN12C	29	108	92	105	103	63
UO-31	30	71	72	110	83	68
PC-3	21	82	90	106	87	72
A498	-29*	79	110	.	106	93

# Remaining list, next part:
(49) S=C(S)Oc1cccc2cccnc12
(50) Cn1cc(-c2csc(-c3c[nH]c4ccccc34)n2)c2cnccc21
(51) COc1ccc2c(c1)C(C)Cc1c(Cl)nc(-c3ccccc3)nc1N2C (configuration not stated)
(52) Cc1ccc(OCC(=O)O)cc1
(53) Cc1cc(=O)oc2cc(OC(=O)CN3CCOCC3)ccc12
(54) N#Cc1ccc2[nH]c3c(c2c1)CCCC3
(55) Cc1ccc(NC(=O)CN2CCN(c3cc(=O)[nH]c4ccc(F)cc34)CC2)cc1
(56) COc1cc(-c2csc(NC(=O)Nc3ccc(Cl)cc3)n2)cc(OC)c1OC

entry no.	49	50	51	52	53	54	55	56
TK-10	100	55	104	89	107	84	104	27
CAKI-1	92	-1.8*	94	139	92	87	88	.
RXF 393	119	-84*	107	115	109	126	86	23
786-0	103	-87*	92	106	106	100	103	47
ACHN	96	-4.5*	102	108	102	97	91	18
SN12C	90	44	90	101	101	86	84	27
UO-31	62	-64*	84	83	95	74	69	17
PC-3	85	48	89	96	101	95	86	3.6*
A498	105	77	93	112	98	84	74	22

(57) CCCCCCCn1cc2c(N[C@H](C)c3ccccc3)ncnc2n1
(58) N#Cc1ccc(C(=O)CSc2nc3c(c(Nc4ccc(S(N)(=O)=O)cc4)n2)CCCC3)cc1
(59) NS(=O)(=O)c1ccc(NC(=O)Nc2nnc(-c3ccccc3)s2)cc1
(60) CC(=O)Cc1nsc(NC(=O)c2ccoc2COc2ccccc2)n1
(61) CN(C)C=Nc1ccccc1
(62) CCOC(=O)C1CC(CCl)OC1=O (configuration not stated)
(63) N=C1C(c2nc(-c3ccc(F)cc3)cs2)=C(O)CN1c1ccc2c(c1)OCO2
(64) CC(=O)c1cc(N)cc([N+](=O)[O-])c1
(65) Cc1ccc(/C=C2\SC(=O)N(Cc3cc4ccccc4nc3Cl)C2=O)c(C)c1
(66) COc1cc(CCn2nnc3c(NCCN4CCOCC4)ncnc32)cc(OC)c1
(67) CCn1cc(C(=O)NN2C(=O)CCC2=O)c(=O)c2ccc(C)nc21

entry no.	57	58	59	60	61	62	63	64	65	66	67
TK-10	126	120	119	107	109	103	116	90	108	106	105
CAKI-1	88	87	96	100	111	99	101	95	94	97	94
RXF 393	97	25	106	113	114	110	77	116	109	126	110
786-0	105	92	101	99	107	94	89	98	112	102	107
ACHN	102	99	104	100	109	105	97	101	105	111	112
SN12C	99	96	103	90	101	102	97	98	101	105	101
UO-31	78	86	90	77	81	91	79	98	92	95	88
PC-3	93	90	103	90	93	105	74	86	89	100	92
A498	88	.	108	97	110	99	92	90	124	90	88

# Assay outcomes from PubChem.
